Screens as filed in PubChem BioAssay.
PriA SSB inh = K. pneumoniae PriA-SSBct interaction inhibition; AlphaScreen SSBct-PriA binding, biotinylated peptide; inhibition, % at 33 µM; 0.6% of 430,000 active; in the data active means inhibition mostly above about 37%, no sharp cut-off; inactive means mostly below about 20%;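 further: plate controls were negative control peptide for no effect and reference peptide for full effect; strong numbers were not always called active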
* = called active by the depositor; & = joins results of further samples. A portion of the library (hit frequency here may not be typical).

For CCS(=O)(=O)c1ccc(C(=O)N(CCCN(C)C)c2nc3c(OC)ccc(C)c3s2)cc1 the results were PriA SSB inh 24.
For COc1ccccc1-c1ccc(N2CCN(S(=O)(=O)c3cccc(Cl)c3)CC2)nn1 the results were PriA SSB inh -10.
For CC(=NNS(=O)(=O)c1cc(C)ccc1C)c1ccc2c(c1)OCO2 the results were PriA SSB inh -4.
`Cc1cc(OC2CCN(C(=O)c3ccc4cc[nH]c4c3)CC2)cc(=O)n1C` gave PriA SSB inh 1.
For C[C@H](NC(=O)Cc1cc(-c2ccccc2)on1)c1ccccc1 the results were PriA SSB inh -14.
Screening CCOC(=O)c1cccc(NC(=O)Cn2cnc3c(sc4cccc(F)c43)c2=O)c1 returned PriA SSB inh -8.
Nc1nonc1C(=O)NN=Cc1cc(Br)ccc1O was read as PriA SSB inh 10.
c1cncc(-c2nc(Oc3ccc4ccccc4c3)c3ccccc3n2)c1 was read as PriA SSB inh -3.
`Cc1c(C)n2c3c(=O)[nH]c(=O)n(C)c3nc2n1CCC(c1ccccc1)c1ccccc1` gave PriA SSB inh 1.
`Cn1ccnc1SCC1CCN(S(=O)(=O)CCN2C(=O)CCCC2=O)CC1` gave PriA SSB inh -12.
For Cc1ccc2c(c1)c(-c1ccccc1)c(-c1ccccc1)n2CC(O)CNC1CCCC1 (stereo not given) the results were PriA SSB inh 61*.
For Cn1nc(C(=O)N2CCC(Oc3ccc(C(F)(F)F)cn3)CC2)ccc1=O the results were PriA SSB inh -2.
O=C(NN=Cc1ccc([N+](=O)[O-])o1)C1CC1 was read as PriA SSB inh -27.
O=C(c1cncc(Br)c1)N1CCS[C@H](c2ccccc2Cl)CC1 was read as PriA SSB inh -9.
Screening COC(CNC(=O)c1cncc(Br)c1)c1ccco1 (stereo not given) returned PriA SSB inh -14.
`Cc1noc(C)c1C(=O)NC1CC2CCC(C1)N2S(C)(=O)=O` (stereo not given) gave PriA SSB inh -11.
Screening NCc1cnco1 returned PriA SSB inh -9.
For CCC1NCCNC1=O (stereo not given) the results were PriA SSB inh -5.
Screening O=C(c1ccc(Cl)s1)N1CCC(CSC2=NCCS2)CC1 returned PriA SSB inh 5.
For Cc1csc(CN2CCN(C(=O)COc3ccccc3C)CC2)n1 the results were PriA SSB inh -11&-9.
Screening Cc1ccc(-n2ncc3c(C4CC4)nn(CC(=O)NCc4ccco4)c(=O)c32)cc1C returned PriA SSB inh -23.
Screening Cc1cccc(NC(=O)CCC(=O)NN=Cc2cccnc2)c1 returned PriA SSB inh 7.
For C=C1NN=C(c2c[nH]c3ccccc23)O1 the results were PriA SSB inh -9&5.
O=C(CSc1ccc(NC(=O)c2ccccc2F)nn1)NCC1CCCO1 (stereo not given) was read as PriA SSB inh -11&-6.
For Nc1nonc1-n1nnc(C(=O)NN=Cc2ccc(O)cc2)c1CN1CCCCCC1 the results were PriA SSB inh -12.
For Fc1ccccc1C=NN1CCN(Cc2ccccc2Cl)CC1 the results were PriA SSB inh 17.
For CC(=NNC(=O)c1ccncc1)c1c(O)n(Cc2ccccc2)c(=O)[nH]c1=O the results were PriA SSB inh -7.
Screening NC(=NOC(=O)Cc1cccs1)c1ccccc1 returned PriA SSB inh -54.
For COc1ccc(-c2nc(C)c(CCNC(=O)c3ccco3)s2)cc1 the results were PriA SSB inh 6.
Screening CCS(=O)(=O)N1CCc2ccc(NS(=O)(=O)c3ccc(OC)c(F)c3)cc2C1 returned PriA SSB inh 13.
Screening O=S(=O)(NC[C@H]1CCCO1)c1ccc(Cl)c2ccccc12 returned PriA SSB inh -24.
For CC1CCN(C(c2cccs2)c2ccc3cccnc3c2O)CC1 (stereo not given) the results were PriA SSB inh 83.
Screening CCOC(=O)N1CCN(C(=O)c2ccc3c(=O)n(Cc4ccccc4Cl)c(=S)[nH]c3c2)CC1 returned PriA SSB inh 12.
For CCC(=O)Nc1ccc(SCC(=O)NCc2cccc(OC)c2)nn1 the results were PriA SSB inh -7.
`Cc1ccccc1Cn1c(CCO)nc2ccccc21` gave PriA SSB inh -16.
Screening COc1ccc(C2C(=C(O)c3ccc4c(c3)CC(C)O4)C(=O)C(=O)N2CCN2CCOCC2)cc1 (stereo not given) returned PriA SSB inh 2.
For Fc1ccccc1CSC1=NCCN1 the results were PriA SSB inh 11.
`C[C@@](O)(CNC(=O)NC1CCCCC1)Cc1ccco1` gave PriA SSB inh -28.
Screening Cc1cc(C)n(-c2ncc(NC(=O)C(C)Oc3ccccc3)cn2)n1 (stereo not given) returned PriA SSB inh -12.
Screening COc1cccc(C(=O)ON=C(C)c2cnccn2)c1 returned PriA SSB inh 1.
CC(=O)Nc1ccc(S(=O)(=O)NCc2cc(-c3cccs3)n(C3CCCC3)n2)cc1 was read as PriA SSB inh -6.
For CCOCCn1ccc2c(OCC(=O)NCC3CCCO3)cccc2c1=O (stereo not given) the results were PriA SSB inh 0.
`C=CCn1c(=NC(=O)c2cc(Cl)ccc2[N+](=O)[O-])sc2cc(S(N)(=O)=O)ccc21` gave PriA SSB inh 4.
CCOc1ccccc1C(=O)NC1CC(=O)N(c2ccc(C)c(C)c2)C1 (stereo not given) was read as PriA SSB inh 10.
For O=C(Nc1nnc(CS(=O)(=O)c2ccccc2)o1)c1ccc2ncsc2c1 the results were PriA SSB inh -8.
Screening CC(O)CN1CCN(Cc2cccnc2)CC1 (stereo not given) returned PriA SSB inh -7.
`O=C(Cc1noc2ccccc12)NCc1cccs1` gave PriA SSB inh -17.
`CCOC(=O)c1ccc(NC(=O)CC2CCCCN2S(=O)(=O)c2ccccc2)cc1` (stereo not given) gave PriA SSB inh 23.
O=C(c1cc(OCc2ccccc2)no1)N1CCN(c2ccccc2F)CC1 was read as PriA SSB inh -23.
O=C(CSc1nnc(Cn2c(=O)sc3ccccc32)n1-c1ccccc1)N1CCc2ccccc21 was read as PriA SSB inh -4.
CCOc1ccc(NC(=O)C(=O)c2c(C)[nH]c3ccccc23)cc1 was read as PriA SSB inh 23.
O=C(O)Cc1csc(NC(=O)c2cccnc2)n1 was read as PriA SSB inh -14.
CON=Cc1cc([N+](=O)[O-])ccc1Sc1ccc(C)cc1 was read as PriA SSB inh 4.
CCCN1CCCc2cc(CCNS(=O)(=O)c3ccc(OCC)c(C)c3)ccc21 was read as PriA SSB inh 56*.
ICC1COC[N+]12CCOCC2 (stereo not given) was read as PriA SSB inh -13.
COCCn1c(=NC(=O)c2ccn(C)n2)sc2cc(S(N)(=O)=O)ccc21 was read as PriA SSB inh -11.
CCCn1cc(C(=O)N2CCN(c3ccccc3OC)CC2)c2nn(-c3ccccc3)c(=O)c-2c1 was read as PriA SSB inh -3.
CCCCNC(=O)N(O)C1N(N=Cc2ccco2)C(=S)SC1(C)C (stereo not given) was read as PriA SSB inh -15.
`O=C1CN(C(=O)/C=C/c2cccs2)c2ccccc2N1` gave PriA SSB inh -11.
Screening CC(C)(C)c1cc(C=NNC(=O)Cc2nc3ccccc3[nH]2)cc(C(C)(C)C)c1O returned PriA SSB inh 13.
`CCC(C)C(C)=NNC(=O)CSc1nc2ccccc2[nH]1` (stereo not given) gave PriA SSB inh -8.
Screening CC1(C)CC(=O)C(=C(O)Cc2ccccc2)C(=NCCc2ccccc2)C1 returned PriA SSB inh -17.
O=S1(=O)CCC(NCCO)C1 (stereo not given) was read as PriA SSB inh -3.
CC(=O)NCCNC(=O)c1n[nH]nc1-c1ccccc1 was read as PriA SSB inh 0.
COc1ccc(NC(=O)CSc2nc3c(cc2C#N)C(=O)CC(C)(C)C3)c(OC)c1 was read as PriA SSB inh -5.
O=C(c1ccsc1)c1ccc(CNS(=O)(=O)Cc2ccc(C(F)(F)F)cc2)s1 was read as PriA SSB inh 1.
O=C(NCCn1nc(-c2ccccn2)c2c1CCCC2)c1cc(C2CC2)on1 was read as PriA SSB inh 3.
`Cc1cc(S(=O)(=O)NCC[C@H](O)C2CC2)ccc1F` gave PriA SSB inh -7.
For COc1ccc(N2CCCS2(=O)=O)cc1NC(=O)C(=O)NC1CC1 the results were PriA SSB inh -6.
`CCSc1ccccc1C(=O)NCC1CCN(c2nc3ccccc3o2)CC1` gave PriA SSB inh -7.
For O=C(Cc1csc(SCC(=O)c2ccc3c(c2)OCO3)n1)Nc1nccs1 the results were PriA SSB inh -9.
Screening Cc1ccc(C)c(Cn2cc(SCc3ccc(C(F)(F)F)cc3)c3ccccc32)c1 returned PriA SSB inh 1.
For O=S(=O)(CCc1ccccc1)NCCC(O)c1ccsc1 (stereo not given) the results were PriA SSB inh 5.
O=C(NCCSC1CCOCC1)c1ccc2noc(-c3ccccc3)c2c1 was read as PriA SSB inh -24.
For N#Cc1cccc(C(=O)NCC2(c3ccccc3)CCOCC2)c1 the results were PriA SSB inh 4.
For Cc1ccc(-c2csc(NC(=S)NC(=O)c3ccc(C(=O)c4ccccc4)cc3)n2)cc1C the results were PriA SSB inh -14.
Screening O=C(CSC1CCCC1)N1CCCC(Cc2nc(-c3ccsc3)no2)C1 (stereo not given) returned PriA SSB inh 5.
For COCCCn1c(C)c(C)n2c3c(=O)n(CCC(=O)OC)c(=O)n(C)c3nc12 the results were PriA SSB inh -2.
For CCOC(=O)c1cnc2nc(C)ccc2c1Nc1ccc(OC(F)(F)F)cc1 the results were PriA SSB inh -3.
Screening Cn1nc(C(=O)NCCSC2CCOCC2)ccc1=O returned PriA SSB inh -4.
Screening COc1cc(C=NNC(=O)COc2ccc(Cl)cc2)ccc1OS(=O)(=O)c1ccc(C)cc1 returned PriA SSB inh 4.
For O=C(Cc1cccc2ccccc12)NCc1n[nH]c(=O)c2ccccc12 the results were PriA SSB inh -5&-3.
O=C(O)C1CCC(C(=O)Nc2cc(Cl)ccc2O)C1 (stereo not given) was read as PriA SSB inh -7.
For Cc1ccnc(SCCCNC(=O)Nc2ncccn2)n1 the results were PriA SSB inh -4.
For Cn1cc(C(=O)OC2CN(c3nc4c(Cl)cccc4s3)C2)nn1 the results were PriA SSB inh 3.
Screening CC(O)(CNC(=O)Cc1ccsc1)c1ccco1 (stereo not given) returned PriA SSB inh -9.
`Cc1ccc(C2CC(c3cccs3)=NN2C(=O)CSc2ncnc3ccccc23)cc1` (stereo not given) gave PriA SSB inh -11.
`CCOc1ccc(-n2nnnc2CNC(=O)c2c(F)cccc2F)cc1` gave PriA SSB inh -10.
O=C(O)CCC(=O)N1CCCCCC1 was read as PriA SSB inh -3&3.
For CC(=NNC(=O)Cn1nc(C)cc1C)c1ccc([N+](=O)[O-])cc1 the results were PriA SSB inh -1.
For CN(C)c1cccc(C(=O)NCCc2ccoc2)c1 the results were PriA SSB inh -3.
Cc1ccc(Cn2c(CO)cnc2SCCC(C)C)cc1 was read as PriA SSB inh 29.
O=C(Nc1ccccc1Cc1nc(C2CC2)no1)C1CCC1 was read as PriA SSB inh 15.
For Cc1ccc(S(=O)(=O)N=C(c2ccc(Cl)cc2)N2CCOCC2)cc1 the results were PriA SSB inh -8.
Screening C=CCc1cccc(/C=N\NC(=O)Cc2nc3ccccc3[nH]2)c1O returned PriA SSB inh -1.
For CCOC(=O)C(C#N)=CNc1ccsc1C(=O)OC the results were PriA SSB inh -1.

Some of these compounds in order of count of non-hydrogen atoms, high to low.
Screening COc1cc(C=NNC(=O)COc2ccc(Cl)cc2)ccc1OS(=O)(=O)c1ccc(C)cc1 returned PriA SSB inh 4.
`Cc1ccc(C2CC(c3cccs3)=NN2C(=O)CSc2ncnc3ccccc23)cc1` (stereo not given) gave PriA SSB inh -11.
For CCOC(=O)c1cnc2nc(C)ccc2c1Nc1ccc(OC(F)(F)F)cc1 the results were PriA SSB inh -3.
For O=C(Cc1cccc2ccccc12)NCc1n[nH]c(=O)c2ccccc12 the results were PriA SSB inh -5&-3.
Screening C=CCc1cccc(/C=N\NC(=O)Cc2nc3ccccc3[nH]2)c1O returned PriA SSB inh -1.
For CC(=NNC(=O)Cn1nc(C)cc1C)c1ccc([N+](=O)[O-])cc1 the results were PriA SSB inh -1.
O=C(Nc1ccccc1Cc1nc(C2CC2)no1)C1CCC1 was read as PriA SSB inh 15.
Cc1ccc(Cn2c(CO)cnc2SCCC(C)C)cc1 was read as PriA SSB inh 29.
Screening Cn1nc(C(=O)NCCSC2CCOCC2)ccc1=O returned PriA SSB inh -4.
For CCOC(=O)C(C#N)=CNc1ccsc1C(=O)OC the results were PriA SSB inh -1.
Screening CC(O)(CNC(=O)Cc1ccsc1)c1ccco1 (stereo not given) returned PriA SSB inh -9.
O=C(O)CCC(=O)N1CCCCCC1 was read as PriA SSB inh -3&3.

The list continues:
`O=C(Nc1c[nH]c2ccccc12)N1CCN(c2ccc([N+](=O)[O-])cc2)CC1` gave PriA SSB inh -2.
`O=[N+]([O-])c1cccnc1Sc1ncccc1O` gave PriA SSB inh 35.
COc1ccc(C=NNC(=O)c2cccc3ccccc23)c(OC)c1OC was read as PriA SSB inh -8.
Screening COc1ccccc1NC(=O)NCCn1nc(C(F)(F)F)c2c1CCCC2 returned PriA SSB inh 0.
COc1ccc(-c2ccc(=O)n(CCCNC(=O)c3ccc(C(F)(F)F)cc3)n2)cc1 was read as PriA SSB inh 0.
Screening COC(=O)c1nn(-c2ccccc2)c(Sc2ccc(OC)cc2)c1C=NO returned PriA SSB inh -11.
Cc1cc(NC(=O)Cn2nc(S(=O)(=O)c3ccccc3)ccc2=O)ccc1Br was read as PriA SSB inh -12&-5.
For O=C(NCCc1ccccc1)C(=O)NCC1CCN(c2cnccn2)CC1 the results were PriA SSB inh -10.
Screening O=C(COc1ccc(Cl)cc1Cl)N1CCc2ncncc2C1 returned PriA SSB inh -5.
Screening CCCc1nnsc1C(=O)N(Cc1ccoc1)Cc1cccs1 returned PriA SSB inh -22.
For O=C(NN=Cc1cc(Cl)ccc1O)c1ccc(S(=O)(=O)N2CCCCC2)cc1 the results were PriA SSB inh -7.
For CC1=NN(c2ccccc2)C(=O)/C1=C\c1ccc(NC(=O)c2ccc(S(=O)(=O)N(C)C)cc2)cc1 the results were PriA SSB inh 2.
COCCN1CCC(NC(=O)c2cccc3ccccc23)CC1 was read as PriA SSB inh -14.
`COc1cn2c(cc1=O)C(=O)N(CCNC(=O)c1cccs1)CC2` gave PriA SSB inh 0.
